Vif inh: HIV Vif inhibition | AID 602346 | 0.35% of 340,000 active | inhibition, % at 7.49 µM | HEK293T cells, Vif self-association by quenched fluorescence, imaging, 24 h; in the data active means inhibition above about 50%, passing the limit was not always enough; further: some results filed as inactive read as strong as hits
TLR9-MyD88 block: blocks human TLR9 binding to MyD88; Q9NR96+Q99836; CHO BLA complementation TLR9-MyD88, CCF4 FRET ratio; inhibition, % at 4.98 µM; 0.21% of 340,000 active; AID 504734;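 active means inhibition above the mean over all tested compounds plus 3 SD, cut at about 21% in these data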;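 further: 0% = DMSO only wells and 100% = clavulanate BLA inhibitor control wells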
NCOA1 inh: inhibitors of human steroid receptor coactivator 1 (SRC1). inhibition, % at 3.6 µM. AID 588354. Q15788. 0.12% of 360,000 active. HEK293 GAL4-SRC1 luciferase reporter, luminescence;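 active means inhibition above the campaign mean plus 3 SD, with each screening campaign given its own cutoff, cut at about 60% in these data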;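 further: 0% = DMSO treated cells and 100% = gossypol at 36 µM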
TRAIL sens C8: sensitizes caspase-8 expressing cells to TRAIL; 1% of 360,000 active; NB7+C8 cells + TRAIL, ATPlite viability luminescence; inhibition (viability loss, TRAIL sensitization), % at 10 µM; AID 624354;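 active means compounds causing at least 50% loss of cell viability in the single-dose screen, relative to plate controls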
EBV LMP1 NFkB: reduces LMP1-driven NF-kappaB luciferase signal | inhibition, % at 12.5 µM | 0.69% of 350,000 active | LMP1-induced NF-kappaB luciferase reporter cells, luminescence; in the data active means inhibition above about 41%;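 further: 0% = neutral control wells and 100% = reference inhibitor control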
LRH-1 inv ag: NR5A2 inverse agonism in reporter assay; O00482; HEK293T StAR-luciferase reporter, LRH-1 transfected, 24 h; inhibition, % at 3.6 µM; 0.13% of 360,000 active; AID 602396;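 active means inhibition above the mean inhibition of all tested compounds plus 3 SD, cut at about 73% in these data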;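 further: 0% = DMSO wells and 100% = reporter-only cells lacking LRH-1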
TROY NFkB inh: inhibitors of TROY-dependent NF-kB signaling; Q293 LMP1-TROYcd NF-kB luciferase reporter, 4 h; inhibition, % at 10 µM; 0.98% of 360,000 active;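 active means compounds whose plate-normalised and pattern-corrected inhibition of the luciferase reporter signal at the single screening dose is 50% or more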
NOD2 RIPK2 PPI: blocks binding of human NOD2 to RIPK2; AID 624267; inhibition, % at 4.98 µM; 0.38% of 360,000 active; O43353; CHO BLA complementation NOD2-RIPK2, CCF4 ratio; in the data active means inhibition above about 21%;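 further: 0% = vehicle only and 100% = reference blocker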
NCOA2 inhibitor: human SRC2 (NCOA2) inhibition; Q15596; HEK293 GAL4-SRC2 luciferase reporter, luminescence; inhibition, % at 9 µM; 0.17% of 370,000 active;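 active means inhibition above the mean inhibition of all tested compounds plus 3 SD, set per campaign, cut at about 52% in these data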;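 further: 0% = DMSO treated cells and 100% = cells given Gossypol at 36 µM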
Target sequence (Q15596 whole entry, looked up, the tested form may be a part): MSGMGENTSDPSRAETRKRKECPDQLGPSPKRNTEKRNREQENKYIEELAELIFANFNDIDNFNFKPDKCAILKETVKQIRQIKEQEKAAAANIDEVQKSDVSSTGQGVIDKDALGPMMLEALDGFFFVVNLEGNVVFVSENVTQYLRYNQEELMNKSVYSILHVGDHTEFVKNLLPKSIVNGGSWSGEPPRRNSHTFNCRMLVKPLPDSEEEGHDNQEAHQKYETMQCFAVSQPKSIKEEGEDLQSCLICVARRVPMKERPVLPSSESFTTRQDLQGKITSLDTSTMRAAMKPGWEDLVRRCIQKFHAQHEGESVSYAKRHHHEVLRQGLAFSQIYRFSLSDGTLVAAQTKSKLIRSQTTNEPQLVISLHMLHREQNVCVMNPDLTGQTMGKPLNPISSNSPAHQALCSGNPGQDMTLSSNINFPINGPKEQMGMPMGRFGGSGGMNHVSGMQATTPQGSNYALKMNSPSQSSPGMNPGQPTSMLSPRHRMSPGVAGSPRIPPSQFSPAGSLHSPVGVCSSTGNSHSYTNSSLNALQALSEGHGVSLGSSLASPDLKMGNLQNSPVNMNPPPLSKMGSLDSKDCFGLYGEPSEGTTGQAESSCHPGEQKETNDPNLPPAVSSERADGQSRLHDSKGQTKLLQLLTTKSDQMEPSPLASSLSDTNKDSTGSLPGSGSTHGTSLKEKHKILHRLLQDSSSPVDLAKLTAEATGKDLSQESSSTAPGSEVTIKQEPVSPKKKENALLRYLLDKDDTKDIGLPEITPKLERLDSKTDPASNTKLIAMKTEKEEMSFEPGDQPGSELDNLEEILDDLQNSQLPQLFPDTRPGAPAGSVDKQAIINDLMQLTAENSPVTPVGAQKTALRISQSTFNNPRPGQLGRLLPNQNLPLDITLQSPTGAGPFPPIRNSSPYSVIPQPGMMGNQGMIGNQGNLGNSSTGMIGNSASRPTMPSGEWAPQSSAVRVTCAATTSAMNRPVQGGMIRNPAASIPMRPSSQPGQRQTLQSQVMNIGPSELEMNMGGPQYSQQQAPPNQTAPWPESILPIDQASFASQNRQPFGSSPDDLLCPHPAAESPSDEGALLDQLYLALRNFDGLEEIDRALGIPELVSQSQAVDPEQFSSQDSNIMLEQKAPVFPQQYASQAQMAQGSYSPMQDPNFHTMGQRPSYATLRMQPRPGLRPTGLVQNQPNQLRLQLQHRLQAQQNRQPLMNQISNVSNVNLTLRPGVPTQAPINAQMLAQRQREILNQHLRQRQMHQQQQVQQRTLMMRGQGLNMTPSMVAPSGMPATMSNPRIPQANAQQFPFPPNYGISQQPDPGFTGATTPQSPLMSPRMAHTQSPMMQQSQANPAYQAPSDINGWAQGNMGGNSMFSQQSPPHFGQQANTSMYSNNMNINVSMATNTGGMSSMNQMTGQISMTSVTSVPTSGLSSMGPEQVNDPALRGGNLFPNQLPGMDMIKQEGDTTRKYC
NR2F2 inh: NR2F2 (human) inhibition, primary screen; inhibition, % at 8.6 µM; P24468; 0.7% of 370,000 active; HEK293T NGFI-A luciferase reporter, luminescence;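 active means inhibition above a per-plate cutoff, mean inhibition of test wells between control levels plus 3 SD, cut at about 38% in these data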;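 further: cells cotransfected with COUP-TFII expression vector driving the NGFI-A reporter; 0% = median of COUP-TF2 test wells and 100% = reporter-only cells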
NCOA3 inh: inhibitors of human steroid receptor coactivator 3 (SRC3). Q9Y6Q9. HEK293 GAL4-SRC3 luciferase reporter, luminescence. inhibition, % at 3.6 µM. 0.17% of 360,000 active. AID 588352;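 active means inhibition above a per-campaign cutoff, the mean of all compounds plus 3 SD, cut at about 60% in these data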;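 further: 0% = DMSO-treated cells and 100% = gossypol-treated cells at 36 µM; higher means less SRC3-driven luciferase light from the GAL4 reporter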
* marks the source's active call; other numbers are inactive results; · = no result given. Some of the compounds tested; rates above refer to the full screens.

SMILES	Vif inh	TLR9-MyD88 block	NCOA1 inh	TRAIL sens C8	EBV LMP1 NFkB	LRH-1 inv ag	TROY NFkB inh	NOD2 RIPK2 PPI	NCOA2 inhibitor	NR2F2 inh	NCOA3 inh
COc1cccc(C2/C(=C(/O)c3ccc4c(c3)CC(C)O4)C(=O)C(=O)N2CC2CCCO2)c1 (centres undefined)	-1	-3	-10	-4	-11	20	4	-1	·	·	-3
O=C(CSc1ncn[nH]1)Nc1ccccc1-c1ccccc1	5	-5	-4	9	7	17	-8	0	18	10	7
C=CCn1c(COc2ccccc2C)nnc1SCC(=O)O	5	-8	-7	-3	-9	-9	4	-11	7	-5	5
COc1ccc(S(=O)(=O)NCCc2c[nH]c3ccc(C)cc23)cc1	4	-10	3	-7	-15	-9	13	2	-19	-5	-21
CC(=O)O/N=C/c1c(C)c(C=O)n2ccccc12	32	-5	3	2	1	12	-10	13	29	-4	18
COc1ccccc1-c1nnc(-c2ccc(N3CCOCC3)cc2)o1	·	-13	-37	1	-3	-90	-27	-3	-48	-38	-59
CCCCN1C(=N)N([C@@H](CCC)CN2CCC[C@H]2CN2C(N)=NC[C@@H]2Cc2ccccc2)C[C@H]1Cc1ccccc1	6	-9	-8	10	5	9	-4	2	-4	3	-13
COc1cccc(NC(=O)N2CCc3nc(Nc4cc(Cl)cc(Cl)c4)ncc3C2)c1	3	·	-7	11	·	6	0	-12	6	1	2
Cc1cc(C)nc(N/N=C/c2cc(Br)ccc2O)n1	1	-4	16	11	8	-24	-24	-23	-15	-14	17
COc1ccccc1N(CN1CCCC1=O)C(=O)c1ccccc1F	4	-3	-1	0	-9	-5	-18	-12	-19	14	12
CCC(=O)Nc1c(-c2ccc(OC)cc2)c(=O)c2ccccc2n1C	10	-10	-9	-4	-12	-7	1	-8	-12	6	6
COc1nc(N(C#N)CC(N)=O)nc(N2CCCC2)n1	21	1	-49	-1	7	-11	-14	-8	-12	-14	-7
COc1ccc(/C=C/C(=O)OCC(=O)N2CCCC2)c(OC)c1	-5	-6	-4	8	3	-5	-4	-2	-8	3	2
CCN1C(=O)C2C(c3cccc(F)c3)NC(CC)(C(=O)OC)C2C1=O (centres undefined)	8	5	-11	13	-5	-8	0	0	-22	-15	-1
O=C(c1ccccc1NS(=O)(=O)c1cccs1)N1CCOCC1	13	12	5	9	2	-8	0	0	-14	-3	4
NC(=O)c1nn(CC(=O)Nc2cccc(S(=O)(=O)N3CCCC3)c2)c(=O)c2ccccc12	31	-1	8	-4	-1	9	0	-13	14	8	-3
Cc1cc(NC(=O)CSc2nnc(C)n2-c2ccccc2C)no1	-6	8	3	-3	-2	1	-2	-8	-28	-13	-4
O=C(CCN1CCN(Cc2ccccc2)CC1)NNC(=O)Nc1cccc(Cl)c1	-3	-4	15	-15	2	21	-26	-2	-11	-3	24
CC12CCC(C(=O)NNC(=O)c3ccccc3)(OC1=O)C2(C)C (centres undefined)	-5	2	-7	-8	1	7	3	-16	24	-3	17
CCN(c1cccc(C)c1)C1C(=O)c2ccccc2N1C(C)=O (centres undefined)	·	-2	-11	-23	-2	8	-2	5	-5	2	-1
CC(=O)N1CCCc2cc(S(=O)(=O)NC(C(=O)NC3CCCCC3)C(C)C)ccc21 (centres undefined)	·	3	10	-8	-5	26	-3	-11	5	-4	0
COc1ccc(C(C)=O)cc1CSc1nc2cc(Cl)ccc2o1	·	-3	-2	-2	-5	-11	-18	-11	13	-2	-13
Cc1cc(Br)c2c(c1)/C(=C/C(=O)c1cccs1)C(=O)N2	18	10	2	18	-3	11	18	-2	5	-3	10
CN(CCc1ccccc1)C(=O)c1cccc(NC(=O)Cc2cccc(NC(=O)C3CCCN(C(=O)CCc4ccccc4)C3)c2)c1 (centres undefined)	-36	-7	0	17	19	-4	31	-1	0	45*	6
Cc1cc2nc(C3CCN(C(=S)NCC(C)C)CC3)[nH]c2cc1C	5	0	-4	0	-4	2	-26	-7	25	-4	6
Cc1c(C(=N)C(C#N)C#N)c(=N)oc2c1ccc1ccccc12	4	-2	-15	-9	-3	20	-28	-5	-25	-4	-15
O=C(NC1CCC(O)CC1)c1ccc(-c2ccc(Cl)cc2)o1 (centres undefined)	·	-2	-29	15	-37	-72	-58	-5	-42	-23	-45
Cc1cc(C)c(S(=O)(=O)n2ccc3ccccc32)c(C)c1	-2	-3	10	5	-1	15	-12	-9	0	8	6
FC(F)(F)C1CC(c2cccs2)Nc2ncnn21 (centres undefined)	2	-10	-18	6	-3	13	8	-4	2	9	-9
COC(=O)C1=C(C)N(C)C(=O)NC1c1ccsc1 (centres undefined)	-3	6	-1	3	1	8	0	-2	-42	23	25
COCCOC(=O)C1=C(C)NC(=O)NC1c1c(OC)ncnc1OC (centres undefined)	13	6	-2	-13	-1	-10	1	-7	7	14	3
Cc1ccc(S(=O)(=O)Cc2ccc(C(=O)N3CCN(c4ccc(F)cc4)CC3)o2)cc1	13	4	10	14	5	-25	1	-12	12	8	-10
COc1ccc(OC)c(CCNC(=O)c2ccc3c(=O)[nH]c4c(C(=O)NC(C)C)sc(=S)n4c3c2)c1	-5	3	0	24	7	-5	27	2	-28	-24	-5
O=C(COc1ccc2ccccc2c1)N1CCNCC1	3	-4	-20	-14	-3	-19	-17	-4	-19	-9	-11
O=C(c1ccccc1)n1ccc(-c2cccs2)n1	0	5	-7	5	15	-8	-7	-11	-15	-13	-2
O=C(NC1CC1)c1cc2c(s1)-c1ccccc1OC2	-15	-1	-23	17	-31	-45	-22	3	1	15	-21
CCc1ccc(-c2nn(-c3ccccc3C)cc2C(=O)N2CCN(C3CCS(=O)(=O)C3)CC2)cc1 (centres undefined)	-9	8	-2	4	-7	-8	-13	-19	-9	4	3
CC1CC(C)CN(C(=O)COC(=O)c2ccc(S(=O)(=O)N(C)c3ccccc3)cc2)C1 (centres undefined)	3	2	10	7	-3	-9	-1	-25	-1	1	4
COc1cccc(C(=O)NCCS(=O)(=O)N2CCOCC2)c1	18	2	-15	-12	17	13	-11	7	-17	2	15
COc1cccc(N2C(=O)C3CCCN3C2=S)c1 (centres undefined)	-22	-8	-13	-5	-2	-1	2	-6	5	-6	-10

No new results follow: entries from further up.
SMILES	Vif inh	TLR9-MyD88 block	NCOA1 inh	TRAIL sens C8	EBV LMP1 NFkB	LRH-1 inv ag	TROY NFkB inh	NOD2 RIPK2 PPI	NCOA2 inhibitor	NR2F2 inh	NCOA3 inh
CC(=O)N1CCCc2cc(S(=O)(=O)NC(C(=O)NC3CCCCC3)C(C)C)ccc21 (centres undefined)	·	3	10	-8	-5	26	-3	-11	5	-4	0
COc1ccc(C(C)=O)cc1CSc1nc2cc(Cl)ccc2o1	·	-3	-2	-2	-5	-11	-18	-11	13	-2	-13

Structures listed so far that have a cyano group, in the order listed:
SMILES	Vif inh	TLR9-MyD88 block	NCOA1 inh	TRAIL sens C8	EBV LMP1 NFkB	LRH-1 inv ag	TROY NFkB inh	NOD2 RIPK2 PPI	NCOA2 inhibitor	NR2F2 inh	NCOA3 inh
COc1nc(N(C#N)CC(N)=O)nc(N2CCCC2)n1	21	1	-49	-1	7	-11	-14	-8	-12	-14	-7
Cc1c(C(=N)C(C#N)C#N)c(=N)oc2c1ccc1ccccc12	4	-2	-15	-9	-3	20	-28	-5	-25	-4	-15

Going on with the list.
SMILES	Vif inh	TLR9-MyD88 block	NCOA1 inh	TRAIL sens C8	EBV LMP1 NFkB	LRH-1 inv ag	TROY NFkB inh	NOD2 RIPK2 PPI	NCOA2 inhibitor	NR2F2 inh	NCOA3 inh
COc1ccccc1N1CCN(/N=C/c2cccc(O)c2)CC1	-3	2	-99	17	4	-20	-54	-3	-31	-29	-47
N#CCSc1nnc(-c2ccc(F)cc2)n1N	6	0	-1	0	-2	7	3	-9	-18	10	8
COc1ccc(C(=O)Nc2sc(C)c(C)c2CN2CC(C)OC(C)C2)cc1 (centres undefined)	·	6	-47	-3	-57	-90	-50	-1	-28	-34	-43
O=C(COC(=O)c1ccco1)Nc1ccc(Cl)cn1	2	6	-11	-1	-1	2	-12	-9	-9	11	3
CCCCNC(=O)CSc1nnc(-c2c[nH]c3ccccc23)n1CC1CCCO1 (centres undefined)	10	4	7	0	-2	14	-7	2	·	·	-19
O=C(Nc1ccc2nn(-c3ccccc3)nc2c1)c1ccc2c(c1)OCO2	-9	-8	13	0	5	11	-12	-6	-19	13	12
CCOC(=O)CSc1nc2ccccc2c(=O)n1CC1CCCO1 (centres undefined)	5	-8	-7	21	-1	-14	-17	-5	13	2	13
Cc1cccc2cc(CN(CC3CCCO3)C(=O)c3cnccn3)c(=O)[nH]c12 (centres undefined)	9	-5	5	-8	4	-8	-1	-7	-2	1	12
COC(=O)CN1C(=S)N(C)C(=O)/C1=C/c1cccs1	2	-4	0	-2	8	6	12	3	8	17	4
CCN(Cc1ccccc1)C(=O)C1CCN(CC2CC=CCC2)CC1 (centres undefined)	1	-9	-1	0	-4	1	16	-3	-26	3	17
COc1cccc(C(C#N)NCCCNC(C#N)c2cccc(OC)c2OC)c1OC (centres undefined)	-1	-5	5	-14	-4	-11	-5	-3	3	13	-18
O=C(CN1C(=O)NC2(CCCCCCC2)C1=O)NCc1ccc(Cl)cc1	-2	-6	-6	12	0	-1	-3	-12	-2	26	11
CC(/C=C/c1ccco1)=N\NC(=O)c1cc(C)[nH]n1	10	-2	-6	-20	-6	-16	2	1	-5	2	-13
O=C(NCc1ccccc1)c1cccc2c(-c3cccnc3)coc12	-4	·	2	-3	·	-15	-6	7	-10	-2	-21
COc1ccc(/C(N)=N/OC(=O)C2CCC(=O)N2S(=O)(=O)c2ccc(C)cc2)cc1 (centres undefined)	2	0	-36	5	-40	1	-1	-10	15	6	11
NC(=O)NC(CC(=O)NNC(=O)c1ccccn1)c1ccccc1Cl (centres undefined)	-7	1	1	-3	-4	11	-19	4	4	3	-1
OC(CCN1CCC2(CC1)OCCO2)C(F)(F)F (centres undefined)	1	-3	-11	-19	3	2	12	-3	-16	-5	12
C/C(Cn1nc([N+](=O)[O-])cc1C)=N\NC(=O)c1ccc(C(C)(C)C)cc1	-1	2	2	-8	-29	-6	-33	2	-17	-18	1
COC(=O)CNC(=O)c1cc(-c2ccncc2)nc2ccc(C)cc12	8	-10	·	21	-9	·	2	·	-10	4	·
O=C(/C=C/c1ccco1)Oc1ccc(C(=S)N2CCOCC2)cc1	-1	5	-16	1	2	-3	-26	-5	-25	10	-9
COc1ccc2nc(C(C)O)[nH]c2c1 (centres undefined)	-5	12	-11	1	-5	14	-5	-5	-23	3	-10
CC1(C)Cc2c(c(-c3ccccc3)nc(N3CCCC3)c2C(N)=O)CO1	0	-1	-12	-11	-6	-7	5	-3	2	2	2
Cc1[nH]n(-c2ccc(Br)cc2)c(=O)c1/C=N/NC(=O)c1ccccc1	8	5	-35	49	47*	-33	2	2	-14	-21	-51
NS(=O)(=O)c1cccc(NC(=O)COC(=O)Cc2ccc(Cl)cc2)c1	23	-1	-1	0	-5	3	-3	-2	11	21	-16
N#Cc1cn(CC(=O)NCc2cccnc2)c2ccccc12	-1	11	-3	-14	1	-3	-6	0	-10	0	14
O=C(OCC(=O)N1CCN(c2cccc(Cl)c2)CC1)c1ccco1	4	-11	-20	-14	7	13	-18	-11	-29	10	3
CCOc1ccc(Cc2c(Cl)nc(SC)nc2N(C)C)cc1	2	6	17	-8	19	-9	32	9	18	8	14
Cc1c(C(=O)OC2CCCCC2)[nH]c2c1C(=O)CC(C)(C)C2	-4	-6	-47	-4	-23	15	-32	-14	-8	4	-12
